Screens (PubChem BioAssay)
FEN1 inhibitor – qHTS Assay for the Inhibitors of Human Flap endonuclease 1 (FEN1); Recombinant FEN1 flap cleavage, fluorescence, 15 min; actives 0.35% (n = 390,000); Potency, µM (titrated, usually from 114 µM), inactives show at the top dose activity change, negative = inhibition, hits mostly inhibitors; active = well fitted inhibition curve with a large enough effect; inconclusive = small, poorly fitted or top-dose-only effect; inactive = no such curve, though single readings can be large or run the other way; also: nearly all actives have a fitted effect of over 65% in size
Target sequence (P39748 whole entry, looked up): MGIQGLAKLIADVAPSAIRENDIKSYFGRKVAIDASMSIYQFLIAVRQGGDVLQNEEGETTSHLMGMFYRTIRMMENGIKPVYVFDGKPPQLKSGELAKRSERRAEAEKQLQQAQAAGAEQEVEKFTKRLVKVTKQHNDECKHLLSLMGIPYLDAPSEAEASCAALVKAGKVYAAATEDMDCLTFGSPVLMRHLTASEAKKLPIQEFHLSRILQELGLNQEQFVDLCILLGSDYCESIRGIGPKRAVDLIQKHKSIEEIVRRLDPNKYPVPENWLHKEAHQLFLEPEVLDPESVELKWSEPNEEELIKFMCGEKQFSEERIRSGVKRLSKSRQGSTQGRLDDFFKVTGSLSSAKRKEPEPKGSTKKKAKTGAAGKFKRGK
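Recombinant FEN1 (10 nM) was preincubated with pin-transferred compounds for 15 min at room temperature, then flap DNA substrate (50 nM final) was added. Plates were read at 0 and 15 min, and normalized concentration–response data were fitted to a four-parameter Hill equation.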
* marks the source's active call; other numbers are inactive results; u = inconclusive; [ ] = dose if it differs, or a comment. % is scaled to controls: 0 for no effect and ±100 for the full control effect; potency is read from the fitted curve at half-maximal effect. Some of the compounds tested; count on the stated rates, not on these rows.

SMILES	FEN1 inhibitor
COc1ccc(OC)c(C(=O)c2c(C)oc3cc(Br)c(O)c(CN(C)C)c23)c1	-9.1%
CCOC(=O)N1C(=O)NC(=O)C1c1ccccc1 (stereo unspecified)	5.4%
COC(=O)CC1(CC(N)=O)SCCS1	0.1%
c1ccc(-c2ccc(-c3ccncn3)cc2)cc1	1.9%
O=[N+]([O-])c1ccc(CS(=O)c2ccccc2)cc1 (stereo unspecified)	-1.9%
CC1(C)Cc2ccccc2-c2c[nH]c(=O)n21	1.9%
CCOC(=O)c1c(NC(=O)CSc2nnc3c(n2)[nH]c2ccccc23)sc2c1CCN(C)C2	0.9%
COc1ccc(C(=O)N[C@H](C(=O)OCCCOC(=O)[C@@H](NC(=O)c2ccc(OC)cc2)C(C)C)C(C)C)cc1	-16.3%
Cc1noc(C)c1C(=O)OCC(=O)/C=C1/N(C)c2ccccc2C1(C)C	u
O=C(c1ccco1)N(Cc1cccs1)c1ccc(O)cc1	-3.6%
Cc1ccc(S(=O)(=O)Nc2cc(C)cc(CCNC=O)c2C)cc1	7.4%
COc1ccc(CCNC/C=C/c2ccccc2)cc1	14.2%
Cc1ccc(C2=C(O)C(=O)C(c3ccc(C)cc3)=C(O)C2=O)cc1	-4.9%
O=C(NC(=S)Nc1ccccc1O)c1cncc(Br)c1	5.2%
O=S(=O)(/N=C(/Sc1ccccc1)c1ccccc1)c1ccc(Cl)cc1	-10.2%
O=C(Cc1cccc(NC(=O)C2CCCN(C(=O)C3CC3)C2)c1)Nc1cccc(C(=O)N2CCCCC2)c1 (stereo unspecified)	10.7%
O=C1NC[C@H](Cc2ccccc2)N(CC2CCN(CCCC3CCCC3)CC2)C1=O	-16.1%
C(=NN=C(NN=Cc1cccs1)NN=Cc1cccs1)c1cccs1	u
CC1CN(Cc2ccccc2)C(=O)NC1=O (stereo unspecified)	-14.4%
O=C(C[C@H]1C(=O)N(c2ccccc2)C[C@@H]1Cc1ccccc1)Nc1ccccc1	-27.2%
CC12CCC3c4cc(CN5CCOCC5)c(O)cc4CCC3C1CCC2=O (stereo unspecified)	6.7%
CCN(CC)c1ccc(C2C(C(C)=O)C(=O)CC(C)(O)C2C(C)=O)cc1 (stereo unspecified)	-0.2%
O=C(NC(=S)Nc1ccccc1Br)C1CC1	4.4%
CCc1ccccc1NC(=O)C1CCCC1	4.0%
CCCCN=C1SC(C(=O)Nc2sc3c(c2C(=O)OC)CCC3)C(N)=C1C(=O)N1CCOCC1 (stereo unspecified)	-8.9%
O=c1[nH]c2c(=O)[nH]cnc2nc1-c1ccccc1	-2.2%
Cc1c(C)n(Cc2ccccc2)c2ccc(C(=O)O)cc12	-2.6%
COc1ccc(C#Cc2c(-c3ccc(OC)cc3)oc3ccc(-c4ccc5c(c4)OCO5)cc23)cc1	20.5%
N#CC1=C(SCC(N)=O)NC(=O)CC1c1cccc2ccccc12 (stereo unspecified)	19.3%
O=[N+]([O-])c1cc2c(c3cccnc13)COCO2	-8.1%
Cc1cccc(OCC(=O)Nc2ccncc2)c1	15.2%
Cc1ccc(Nc2nc(-c3ccc(S(=O)(=O)N4CCOCC4)cc3)cs2)cc1	-19.3%
C[C@H]1C=C(C(=O)O)O[C@@H](OCc2ccc(CO)cc2)C1	16.7%
N#Cc1c(NC(=O)CN2C(=O)c3ccccc3C2=O)oc(-c2ccccc2)c1-c1ccccc1	-19.1%
O=C(COc1coc(CN2CCN(c3ccc(F)cc3)CC2)cc1=O)NC1CCCCC1	3.9%
CC(C)C(NC(=O)CN(c1ccc2c(c1)OCCO2)S(=O)(=O)c1ccccc1)C(C)C	-15.0%
C/C(Sc1nnc(Cc2ccccc2)o1)=C(\O)c1ccccc1	-0.9%
CCCC[C@@H]1CN=C(N)N1CCCC	17.7%
CCCNC(=O)Cn1c(=O)/c(=C/c2ccc(-c3cccc([N+](=O)[O-])c3)o2)s/c1=C\C(=O)C(C)(C)C	-7.0%
Cc1ccc2ccccc2c1CSc1nc(N)nc2c1ncn2CC(C)C	-9.6%
CCC1CCC/C1=N\NC(=O)c1ccc(Cl)cc1 (stereo unspecified)	20.7%
Cc1ccc(OCC(=O)Oc2ccccc2[N+](=O)[O-])cc1	0.9%
O=C1c2ccccc2C(=O)N1c1nc(-c2ccc(F)cc2)cs1	-10.8%
CN(Cc1ccc(OC(F)F)cc1)C(=O)c1cccc(S(=O)(=O)N2CCN(c3ccccc3)CC2)c1	-16.4%
O=C(c1c(F)c(F)c(F)c(F)c1F)N1CCc2ccccc21	0.4%
C#CCN1C=CC(=O)[C@@H](OC(=O)Nc2ccc(Br)cc2)[C@H]1c1ccccc1Br	-3.7%
O=[N+]([O-])c1ccc(NN=Cc2ccccc2)nc1	-4.1%
Cc1c(N(C)S(=O)(=O)c2ccc(Cl)c(C(=O)NCC3CCCO3)c2)c(=O)n(-c2ccccc2)n1C (stereo unspecified)	-5.0%
Cc1ccc(C)c(S(=O)(=O)N2CCN(C(=O)Cc3sc(C)nc3-c3ccc(F)cc3)CC2)c1	12.0%
CN(C)c1ccc(CCc2ccnc3ccccc23)cc1	-4.9%
Cc1ccc2oc(-c3ccc(C)c(NC(=O)COc4ccccc4C)c3)nc2c1	20.5%
Nc1ccc2c(c1)C(=O)c1cc(Cl)c(Cl)cc1-2	5.5%
CC(=O)c1cccc(-c2ccc(CN3C(CC(C)C)C(=O)N(Cc4cn(CC5CCCCC5)nn4)CCS3(=O)=O)cc2)c1 (stereo unspecified)	1.9%
Nc1c(Br)cc(C=O)cc1Br	-3.7%
Cc1cc(/C=C/c2nc3ccccc3s2)ccc1N(C)C	u
O=C(c1ccco1)N1CCN(C(=O)C2CCN(S(=O)(=O)c3cccc4nsnc34)CC2)CC1	6.6%
C[C@@H](NC(=O)C(=O)c1c[nH]c2ccccc12)c1ccccc1	12.9%
CC(=O)Nc1ccc(CCCCc2ccccc2)cc1	-23.3%
COc1ccc(OC)c(NC(=O)CSc2ncnc3sc(C)cc23)c1	u
Cc1ccc(-c2cc(=O)[nH]c3ccccc23)cc1	11.8%
Additional records.
SMILES	FEN1 inhibitor
CC1(C)CC[C@@]23CC[C@]4(C)[C@@](OC2=O)(C3C1)[C@H]1O[C@H]1C1[C@@]2(C)CC[C@H](O)C(C)(C)C2CC[C@]14C (stereo partly specified)	-1.4%
COc1ccc(S(N)(=O)=O)cc1C(=O)NNC(=O)c1cccc(S(=O)(=O)N2CCOCC2)c1	3.8%
Cc1cccc(NC(=O)c2ccc(C)c(S(=O)(=O)N3CCOCC3)c2)n1	-1.2%
O=C1CCCc2[nH]c(=O)c(C(=O)NCc3ccccc3)cc21	-14.0%
Cc1cccc(NC(=O)CNC(=O)CN2C(=O)NC(C)(CCC(C)C)C2=O)c1C (stereo unspecified)	39.5%[activator]
CC1=Nc2ccc(C)c3nc(C)cc(c23)N1c1ccc(C)cc1	-19.6%
C#CCOCCOCCOCCNc1nc(N2CCN(C(=O)Cn3cc(CCO)nn3)CC2)nc(N2CCN(C(=O)[C@H]([C@@H](C)CC)n3cc(CCCCN)nn3)CC2)n1	-4.9%
O=C1c2ccccc2C(=O)N1CCc1c(-c2ccccc2)[nH]c2ccccc12	-20.0%
O=c1[nH]cnc2c1ccn2C1OC(CO)C(O)C1O (stereo unspecified)	23.8%
Cc1ccc(CN2[C@H](C)[C@H](c3ccccc3)OCCS2(=O)=O)cc1	u
COc1ccc(C2=CC(=O)CC(c3ccc(F)cc3)C2)cn1 (stereo unspecified)	8.5%
CCC1(C)CN=C(c2ccccc2)NC1 (stereo unspecified)	-2.1%
CCOc1ccc(NC(=O)CN(C)C(=O)C(C)Oc2ccc(Cl)cc2)cc1OCC (stereo unspecified)	2.2%
COc1cccc(SCc2noc(C(=O)NCCN(C)C)c2C(=O)NCCN(C)C)c1	9.3%
CCC(=O)c1ccc(OC(=O)c2ccc(Br)o2)cc1	-1.3%
Cc1ccc(-c2nnc(N3CCOCC3)c3ccccc23)cc1S(N)(=O)=O	3.5%
COc1ccc(-c2nc3cccc(C)n3c2Nc2ccc(C)cc2)cc1	-2.6%
O=C(OCC1CCC=CO1)C1CCC=CO1 (stereo unspecified)	-0.3%
Nc1ccc2c(c1Br)Cc1ccccc1-2	-14.8%
COC(=O)c1ccc(/C=C2\SC(=S)N(CCCC(=O)N3CCOCC3)C2=O)cc1	-4.1%
COc1cc2c(cc1OC)C(c1cc(OC)c(OC)c(OC)c1)C1(O)C(=O)OCC1(O)C2 (stereo unspecified)	12.9%
O=c1[nH][nH]c(=O)c2nc(Nc3ccccc3)ncc12	-16.1%
COc1ccc(CCNC(=O)CSCc2ccc(C)cc2)cc1OC	0.1%
COC(=O)c1cc2c(n1S(=O)(=O)c1ccc(C)cc1)C(=O)C(=O)c1[nH]cc(C(=O)OCc3ccccc3)c1-2	-2.8%
Cc1nc(N)nc(N)c1-c1ccc([N+](=O)[O-])cc1	-3.2%
COc1ccc2c(c1)OCC(O)(c1ccccc1)C2=O (stereo unspecified)	-6.8%
COc1ccc(NC(=O)c2ccc(NC(=O)C3COc4ccccc4O3)cc2)c(OC)c1 (stereo unspecified)	-6.9%
CN(C(=O)c1ccc(NC(=O)Cc2ccc(NC(=O)C3CCN(C(=O)C4CCCCC4)CC3)cc2)cc1)C1CCCC1	11.5%
Cc1cc(C(=O)COC(=O)c2nn(C)c(=O)c3ccccc23)c(C)n1C	31.5%[activator]
COc1ccc(OC)c(/C=N\NC(=O)c2ccc(COc3ccc(C)cc3[N+](=O)[O-])o2)c1	0.9%
COc1ccccc1C(=O)NC(CCSC)C(=O)OCC(=O)N1CCN(S(=O)(=O)c2ccc(C)cc2)CC1 (stereo unspecified)	-7.4%
CCOc1cc(C(=O)NC(C)C2CC3CCC2C3)cc(OCC)c1OCC (stereo unspecified)	-2.2%
O=C(Cn1c(NCCCO)nc2ccccc21)c1cccs1	-7.4%
Cc1ccc(C2=NOC(C)(c3nnc(-c4cccc(Cl)c4)o3)C2)cc1 (stereo unspecified)	4.8%
O=C(CCl)N1c2ccccc2Oc2ccc3ccccc3c21	u
CC(Sc1nnc(CN2CCCC2)n1Cc1ccccc1)C(=O)Nc1ccc(F)c(F)c1F (stereo unspecified)	-2.8%
S=C(NCCCc1cnc[nH]1)NCCCN(Cc1ccc(Cl)cc1)c1cc(-c2ccccc2)ccn1	-16.5%
C=Cc1ccc(N=Cc2ccc(N(C)C)cc2)cc1	-21.4%
CCOC(=O)C(=O)NC1CC=CCC1c1ccc2c(c1)OCO2 (stereo unspecified)	0.0%
O=c1[nH]n(-c2ccccc2)c(=O)cc1Cl	-0.3%
CCOC(=O)c1cc2c(c(CCO)n1)[C@@H](CCO)N(S(=O)(=O)C(C)(C)C)C2	-11.2%
